RTF Ca sens act: cardiac RTF calcium sensitization; 340,000 tested, 0.24% active; activation, % at 7.2 µM; AID 493008; IANBD-labeled TnC RTF fluorescence at EC20 calcium; 0% EC20 calcium, 100% full calcium;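 active = activation above the mean over all tested compounds plus 3 SD, cut at about 30% in these data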;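 also: rise in fluorescence read as greater calcium sensitivity of cardiac thin filaments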
CDK5 p35 inh: inhibitors of human CDK5/p35 kinase; Q00535+Q15078; Recombinant CDK5/p35, ADP-Glo luminescence, 60 min; inhibition, % at 10 µM; 330,000 tested, 0.01% active; AID 488839;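 active = highest replicate inhibition of at least 50% and at least 75% of replicates reaching 50%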;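 also: plate controls were DMSO neutral control for no effect and GW8510 at 10 µM for full effect; many of its hits are not listed in these tables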
V-ATPase pHluor: alters yeast V-ATPase proton transport; S. cerevisiae, pHLuorin cytosolic pH fluorescence; response, % at 10 µM; 350,000 tested, 0.37% active; in the data active = response mostly above about 7.3%, no sharp cut-off; inactive = mostly below about 5.4%; also: actives read high; inactives centre near 0; some compounds called inactive have numbers as strong as hits
dFosB act: activators of mouse delta FosB homodimer; purified delta FosB, TAMRA-CDK5 oligo fluorescence polarization; percent of positive-control signal above neutral wells; activation, % at 25 µM; 340,000 tested, 0.99% active;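 active = mean activation above about 17%, with every replicate also reaching it, limit read from the data, passing the limit was not always enough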;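 also: fluorescence polarization rise as delta FosB binds a TAMRA Cdk5 AP-1 oligo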
Target sequence (P13346 whole entry, looked up): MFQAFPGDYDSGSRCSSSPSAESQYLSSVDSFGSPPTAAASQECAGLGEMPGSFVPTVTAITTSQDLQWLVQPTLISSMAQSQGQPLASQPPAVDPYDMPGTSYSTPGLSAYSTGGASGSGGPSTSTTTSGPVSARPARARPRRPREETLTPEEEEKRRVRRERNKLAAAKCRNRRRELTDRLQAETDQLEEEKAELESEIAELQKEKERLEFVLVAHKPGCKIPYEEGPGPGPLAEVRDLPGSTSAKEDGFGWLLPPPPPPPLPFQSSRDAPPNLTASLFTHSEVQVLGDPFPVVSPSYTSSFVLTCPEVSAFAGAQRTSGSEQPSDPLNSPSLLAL
Wnt act: activates Wnt/beta-catenin signaling in a reporter cell assay; 300,000 tested, 1.2% active; activation, % at 9.35 µM; activator, plate reader; in the data active = activation above about 30%, passing the limit was not always enough;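 also: 0% = neutral control wells and 100% = positive control wells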
Tat transport: inhibitors of E. coli Tat protein transport; E. coli MC4100 TorA-mCherry Tat export, fluorescence; inhibition, % at 10 µM; 340,000 tested, 0.036% active; AID 488895;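 active = mean replicate inhibition at least 50% and at least half of replicates individually reaching 50%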;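 also: exported cargo escapes ClpAP degradation while cytoplasmic cargo is degraded and loses fluorescence; 0% = median of neutral control wells and 100% = median of NaSCN control wells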
CAL PDZ FP-1: human CAL PDZ-peptide interaction inhibition; Q9HD26; purified CAL PDZ, TMR-peptide fluorescence polarization, 1 h; inhibition, % at 20 µM; 330,000 tested, 0.02% active; AID 504414;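 active = highest replicate inhibition of at least 40%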;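 also: plate controls were DMSO neutral control wells for no effect and unlabeled competitor peptide control wells for full effect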
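Material: tagged CAL PDZ protein CerCALP, purified; buffer or medium: sodium phosphate/NaCl buffer pH 7.4 with TCEP, IgG, Thesit; also added: fluorescent TMR peptide probe; schedule: 1 h incubation at room temperature before polarization reading; technique: fluorescence polarization from S- and P-plane intensities, G-factor corrected; control set: unlabelled peptide and DMSO controls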
MITF TRPM1 HTS: MITF TRPM1 promoter activation in melanoma cells. AID 588334. activation, % at 12.5 µM. 300,000 tested, 0.75% active. SK-MEL-5 TRPM1-promoter luciferase, 24 h; % of positive control, neutral wells = 0;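 active = mean activation of at least 80% with every replicate also reaching 80%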;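 also: 0% = neutral control wells and 100% = parthenolide positive control wells; values of inactives mirror those of a sister screen read the other way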
Rtt109 HAT inh: blocks Candida albicans Rtt109/Vps75 acetyltransferase activity | AID 540336 | Q5AAJ8 | inhibition, % at 34.9 µM | purified Rtt109/Vps75, ThioGlo CoA-SH fluorescence, 4 h | 330,000 tested, 0.16% active;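 active = inhibition of at least 50% in every replicate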
Target sequence (Q5AAJ8 whole entry, looked up): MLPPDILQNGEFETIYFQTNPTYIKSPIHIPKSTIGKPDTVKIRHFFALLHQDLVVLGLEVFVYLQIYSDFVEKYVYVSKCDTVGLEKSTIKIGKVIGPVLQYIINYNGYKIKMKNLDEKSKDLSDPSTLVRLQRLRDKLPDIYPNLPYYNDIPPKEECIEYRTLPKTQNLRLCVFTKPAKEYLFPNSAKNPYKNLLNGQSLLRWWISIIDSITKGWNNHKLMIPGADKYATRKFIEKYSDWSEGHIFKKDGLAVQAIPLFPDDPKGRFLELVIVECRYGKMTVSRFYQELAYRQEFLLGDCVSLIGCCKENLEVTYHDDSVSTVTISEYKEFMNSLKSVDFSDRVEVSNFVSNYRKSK
CAL PDZ FP-2: CAL PDZ (human) peptide binding inhibition; 300,000 tested, 0.92% active; Q9HD26; purified CAL PDZ, TMR-peptide fluorescence polarization, 1 h; inhibition, % at 24.9 µM; AID 602252;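 active = mean inhibition of at least 30% with at least half of replicates also reaching 30%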;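 also: 0% = DMSO neutral control and 100% = excess unlabeled competitor peptide PRC23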
* marks the source's active call; other numbers are inactive results; . = not tested or not shown. Not a hit list; 4.1% or so of the library scored in one or more.

SMILES	RTF Ca sens act	CDK5 p35 inh	V-ATPase pHluor	dFosB act	Wnt act	Tat transport	CAL PDZ FP-1	MITF TRPM1 HTS	Rtt109 HAT inh	CAL PDZ FP-2
Cc1ccc(-c2cc(C(F)(F)F)n3nc(C(=O)Nc4c(C)n(C)n(-c5ccccc5)c4=O)cc3n2)cc1	5.4	-1.7	5.2	-13.3	.	1.9	.	-16.6	-3.8	-1.2
CC(CC(=O)O)n1nnc2ccccc21 (stereo unspecified)	2.9	-3.0	1.4	1.5	-3.4	3.2	-0.6	6.7	-5.2	-6.0
COc1ccc(CN(CC(=O)NCC2CCCO2)C(=O)CCC(=O)Nc2cc(C)ccn2)cc1 (stereo unspecified)	-2.3	-0.3	-1.9	-6.9	.	3.2	-0.2	-0.6	3.7	-0.6
C1=C(CCNc2nnnn2-c2ccccc2)CCCC1	-7.3	-0.7	-3.0	-6.9	-4.9	2.9	-1.3	-5.3	-7.6	2.5
COc1ccccc1NC(=O)C1(C)Cc2ccccc2C(=O)O1 (stereo unspecified)	0.2	-0.4	-2.2	0.7	3.5	-5.6	0.0	.	-0.4	.
CC1CCCC(NC(=O)COC(=O)Cc2ccsc2)C1C (stereo unspecified)	5.0	1.4	2.9	-1.4	0.6	-0.3	0.4	6.4	10.8	-2.9
CCOC(=O)N1CCN(C(=O)c2ccc(CS(=O)(=O)c3ccc(OC)cc3)o2)CC1	-2.7	0.2	-2.8	-7.9	-4.1	-4.1	-1.7	6.6	-13.6	-7.4
CCc1ccc(N(CC(=O)Nc2ccccc2C(=O)N2CCOCC2)S(C)(=O)=O)cc1	8.1	-0.4	5.1	-1.7	0.0	-9.5	-2.5	0.5	4.1	-2.0
CC1CCCCC1NC1=NCCS1 (stereo unspecified)	4.1	.	0.4	1.4	-0.5	-3.0	0.3	3.0	-5.2	-3.1
O=[N+]([O-])c1cccc(Cl)c1NCCNS(=O)(=O)c1ccc(Cl)cc1	8.6	0.3	-1.6	-1.8	.	0.2	0.5	6.1	7.0	-2.2
O=C(COc1ccc(Br)cc1)Nc1ccc(S(=O)(=O)Nc2ccccn2)cc1	-5.3	-0.3	-1.0	-8.8	1.4	9.4	-3.1	0.0	2.2	-5.2
O=C(Cn1nc(-c2ccccc2)c2ccccc2c1=O)Nc1ccc2c(c1)nc1n2CCOC1	7.3	-0.8	-4.2	-1.9	1.1	11.6	.	.	1.8	4.5
Cc1c(OCC(=O)NCCCn2ccnc2)ccc2c3c(c(=O)oc12)CCCC3	-1.7	-1.5	2.7	-22.6	0.1	1.0	-3.1	.	-6.9	-3.7
c1ccc(-c2cn3ccccc3n2)cc1	3.2	3.0	-1.0	-1.5	15.9	1.7	-1.0	59.3	-1.2	-2.4
COc1ccc2[nH]cc(CCNC(=O)CCC3CCCCC3)c2c1	-4.4	-0.4	-1.2	-2.2	2.0	2.6	0.8	.	5.4	-17.8
CSCCC(NS(=O)(=O)c1ccc(C)cc1)C(=O)NC1CCCCC1 (stereo unspecified)	1.5	-0.3	1.8	0.0	-1.5	-5.4	0.0	11.9	-3.1	2.1
COc1ccc(CCNC(=O)c2ccc(-c3ccc([N+](=O)[O-])cc3Cl)o2)cc1OC	-4.5	-0.4	-2.9	-0.6	-1.6	2.8	0.3	-4.7	-2.9	-2.2
Cc1cccn2c(=O)c(C=NCc3ccccc3)c(NCCO)nc12	-2.1	0.2	-1.6	-12.7	-3.1	0.2	-2.9	3.4	.	-4.4
CSc1ccccc1C(=O)NCc1cccnc1	9.0	0.9	2.0	12.1	-0.9	-0.8	-3.7	-5.0	-1.5	-4.4
CCOC(=O)CN1C(=O)N[C@@H](c2cccc(F)c2)C(C(=O)OC)=C1C	-7.3	-0.4	1.8	-4.4	0.6	0.1	2.0	-15.7	0.3	-0.7
CC(Sc1nn(-c2ccc(Cl)cc2)c(=S)s1)C(=O)NCC1CCCO1 (stereo unspecified)	-1.2	0.9	5.2	-3.3	2.0	-2.0	-0.7	8.6	0.1	5.6
CN(C)C(=O)CCc1ccc2c3c([nH]c2c1)[C@]1(C)[C@@H](C(=O)N2CCCCC2)C[C@H](CC(=O)NCCCn2ccnc2)C(=O)N1CC3	-1.7	1.1	1.4	-7.4	-0.9	-5.9	-0.3	-2.0	-2.1	-0.5
CN1CCN(S(=O)(=O)c2cc(Cl)c(Cl)cc2Cl)CC1	2.0	0.5	3.0	-8.4	0.5	6.3	-1.7	7.3	-7.8	.
CC(C)c1nc2ccccc2c2nnc(SCC(=O)NCc3ccco3)n12	0.8	-8.0	-0.2	-3.5	.	-3.1	0.8	7.5	-2.8	.
CN(CC(=O)Nc1ccccc1Br)C(=O)C1CCN(C(=O)c2ccc(Cl)cc2)CC1	-1.7	-1.1	-4.9	-1.5	0.9	-6.0	-1.2	-3.8	25.0	-5.2
Cc1ccc(NC(=O)CSc2nnc(CNC(=O)c3ccccc3F)o2)cc1Cl	-3.2	1.7	1.1	-3.3	0.5	0.1	-1.7	-7.2	3.0	-0.8
CCOC(=O)N1CCN(S(=O)(=O)c2ccc(C(=O)Nc3nnc(C)o3)cc2)CC1	-0.4	1.3	-6.0	3.3	-2.2	-7.4	-0.8	10.1	-12.9	-3.4
O=S(=O)(NCCc1csc(-c2ccccc2)n1)c1cccnc1	-1.7	-1.3	0.5	-8.6	2.3	-0.2	-0.8	3.3	3.3	-4.0
O=C(CCn1c(=O)c2ccccc2n(Cc2cccc([N+](=O)[O-])c2)c1=O)N1CCc2ccccc2C1	-6.6	-1.0	-7.0	1.5	-2.3	-2.2	-0.6	6.8	59.0*	-3.7
Cc1cc(NC(=O)CSc2nnc(-c3ccco3)n2N)no1	-2.9	-1.8	1.5	2.3	-0.6	-3.1	-0.7	1.1	0.5	-2.1

Some of the entries above, reformatted:
CSCCC(NS(=O)(=O)c1ccc(C)cc1)C(=O)NC1CCCCC1 (stereo unspecified)
  RTF Ca sens act = 1.5	CDK5 p35 inh = -0.3	V-ATPase pHluor = 1.8	dFosB act = 0.0	Wnt act = -1.5	Tat transport = -5.4	CAL PDZ FP-1 = 0.0	MITF TRPM1 HTS = 11.9	Rtt109 HAT inh = -3.1	CAL PDZ FP-2 = 2.1
Cc1ccc(NC(=O)CSc2nnc(CNC(=O)c3ccccc3F)o2)cc1Cl
  RTF Ca sens act = -3.2	CDK5 p35 inh = 1.7	V-ATPase pHluor = 1.1	dFosB act = -3.3	Wnt act = 0.5	Tat transport = 0.1	CAL PDZ FP-1 = -1.7	MITF TRPM1 HTS = -7.2	Rtt109 HAT inh = 3.0	CAL PDZ FP-2 = -0.8
CN(C)C(=O)CCc1ccc2c3c([nH]c2c1)[C@]1(C)[C@@H](C(=O)N2CCCCC2)C[C@H](CC(=O)NCCCn2ccnc2)C(=O)N1CC3
  RTF Ca sens act = -1.7	CDK5 p35 inh = 1.1	V-ATPase pHluor = 1.4	dFosB act = -7.4	Wnt act = -0.9	Tat transport = -5.9	CAL PDZ FP-1 = -0.3	MITF TRPM1 HTS = -2.0	Rtt109 HAT inh = -2.1	CAL PDZ FP-2 = -0.5
CSc1ccccc1C(=O)NCc1cccnc1
  RTF Ca sens act = 9.0	CDK5 p35 inh = 0.9	V-ATPase pHluor = 2.0	dFosB act = 12.1	Wnt act = -0.9	Tat transport = -0.8	CAL PDZ FP-1 = -3.7	MITF TRPM1 HTS = -5.0	Rtt109 HAT inh = -1.5	CAL PDZ FP-2 = -4.4

(list continues)
SMILES	RTF Ca sens act	CDK5 p35 inh	V-ATPase pHluor	dFosB act	Wnt act	Tat transport	CAL PDZ FP-1	MITF TRPM1 HTS	Rtt109 HAT inh	CAL PDZ FP-2
Cc1ccc(C(=O)N/C(=C\c2cccc([N+](=O)[O-])c2)C(=O)NCc2ccncc2)cc1	4.9	-0.2	1.4	-2.2	.	-1.6	-0.1	-2.4	-0.3	-2.6
CN(CC(=O)Nc1c(Cl)cccc1Cl)C(=O)c1ccc2nc[nH]c2c1	-2.5	-0.5	-3.2	-8.2	-1.9	-1.1	-2.0	0.8	-4.8	-2.2
CCCc1ccc(Oc2cc(N3CCOCC3)nc(-c3ccccc3)n2)cc1	3.2	-2.8	-1.3	-13.2	-4.0	-7.9	-0.8	3.5	-3.6	.
CCOC(=O)CON1C(=O)C(=O)N(OCC(=O)OCC)C2CCCCC21 (stereo unspecified)	-1.7	-0.5	3.0	3.8	1.2	1.7	0.2	-1.8	-0.1	1.2
O=C(O)c1cc(-c2ccc(/C=C3\NC(=O)N(c4ccccc4)C3=O)o2)ccc1Cl	-2.6	-2.1	-1.6	-4.9	9.3	-2.5	-4.0	-1.0	2.9	1.8
O=[N+]([O-])c1ccc(Cl)c(NC2=NCCCCC2)c1	-5.6	-3.2	-0.3	-3.6	-1.1	-1.5	-2.0	5.2	-5.4	-1.2
C=CCOC(=O)c1[nH]c2c(c1C)C(=O)CC(c1cc(OC)c(OC)c(OC)c1)C2 (stereo unspecified)	-3.3	2.6	-0.4	-4.5	.	-1.3	-0.6	-33.0	2.1	-0.1
O=C(NCCCc1ccccc1)c1ccc(Br)o1	-3.0	-6.8	3.8	-6.1	17.1	20.2	-5.1	.	5.8	0.0
COc1cc2c(cc1OC)N1C(=O)CC(OCC(=O)O)C3C4CC5(CCN5C(=O)C4=O)C2C31 (stereo unspecified)	.	0.5	1.1	-3.2	6.2	2.0	-0.1	-9.8	-6.2	3.6
CC(C)N(C(=O)CSc1ccc(S(=O)(=O)N2CCCCC2)cn1)C(C)C	-2.5	1.6	1.1	-9.0	5.6	1.9	0.2	.	15.0	-5.0
COc1cc(N2Cc3ccccc3C2)ccc1C=O	0.1	0.4	-0.2	-15.0	7.4	0.0	-1.6	.	12.3	0.1
CC(NC(=O)CNC(=O)C1CCCCC1)c1ccc(S(N)(=O)=O)cc1 (stereo unspecified)	3.8	-0.6	-0.7	-6.8	-1.1	-3.9	-4.4	-5.0	2.6	-2.6
COCCNc1oc(-c2ccc(C)cc2)nc1C#N	2.7	0.3	0.9	-0.3	.	2.7	-1.2	66.0	-8.3	2.3
CC(C)(C)OC(=O)N1CCC[C@H]1C(=O)O	3.6	-0.5	1.7	-1.6	-2.8	0.5	0.1	7.9	4.9	-2.5
Cc1ccc2cc(CCNS(=O)(=O)c3ccc(Cl)cc3)c(=O)[nH]c2c1C	-1.8	0.7	0.5	-6.0	-1.1	4.4	-1.1	-0.7	6.7	-2.6
COc1ccccc1C(O)(C(=O)NN(C)c1ccccc1)c1ccccc1OC	-7.0	1.2	2.3	2.7	-2.8	-2.1	-1.7	-1.5	-4.2	-0.6
Cc1cc(OCc2cc(C(=O)NCCN3CCCCC3CO)no2)cc(C)c1Cl (stereo unspecified)	-3.1	-0.3	-3.5	7.2	1.6	-3.6	-3.5	-0.5	21.7	-4.3
O=c1c2cc(Cl)ccc2[nH]c(=S)n1Cc1cccs1	-2.7	-2.1	-2.4	-12.2	-0.7	1.3	-0.8	-6.9	-0.8	0.9
CCC(C)NC(=O)CNC(=O)c1nn(-c2ccc(OC)cc2)c(=O)c2ccccc12 (stereo unspecified)	-1.8	-0.7	0.4	-14.7	-1.6	6.7	-0.4	0.4	-15.4	-2.3
Cc1cc(C)c(C#N)c(Oc2ccccc2)n1	-1.5	0.0	-1.4	2.5	-0.1	-4.4	.	-8.6	-10.9	0.4
O=C(CCN1CCOCC1)NNC(=O)c1ccc([N+](=O)[O-])cc1[N+](=O)[O-]	1.7	0.1	3.2	-4.4	-2.0	-1.5	0.8	-11.2	-5.6	.
